Screening results (PubChem)
Growth percent in the NCI-60 one-dose screen (48 h, 10 µM unless noted): 100 = growth as untreated, 0 = no growth, -100 = all killed.
HL-60(TB): HL-60(TB) leukemia cells; 78,000 compounds, 9% hits; active means growth percent below 10
Active calls of the source: *; & = joins results of further samples; [ ] = another dose, or the depositor's remark.

SMILES	HL-60(TB)
COc1ccc(-c2cc(C(=O)N3N=C(c4ccc(N)cc4)CC3c3ccc(Cl)cc3)c3cc(OC)ccc3n2)cc1 (configuration not stated)	4.6*
Cc1c(C(=O)O)nnn1-c1ncc(Cc2ccc(Cl)cc2)s1	86.6
O=C(O)c1ccc(N2C(=O)c3nccnc3C2=O)cc1	101.6
COc1cc(C2=NN(c3ccccc3)C(c3sc(Cl)nc3Cl)C2)cc(OC)c1OC (configuration not stated)	116.6
N#C/C(=C\c1c(-c2ccccc2)[nH]c2ccccc12)C(=O)c1ccc(Cl)cc1	12.7
Nc1nc(N)c2c(n1)NC(c1cccc(Nc3ccnc4cc(C(F)(F)F)ccc34)c1)CC(c1ccccc1)=N2 (configuration not stated)	34.8
O=C(C[n+]1cc2ccccc2c2ccccc21)C(F)(F)F	103.9
NC(N)=NNS(=O)(=O)c1ccc(Nc2ncnc3ccc(NC(=O)c4cccs4)cc23)cc1	96.5
CS(C)(C)/C(Nc1ccccc1)=C(\C#N)C(=O)N/N=C/c1ccco1	63.6
CC(C)(C)COC(=S)S	91.9
O=C1CS/C(=N\c2ncn[nH]2)N1	96.5
CC[C@]12C=CCN3CC[C@@]4(c5ccc(OC)cc5N(C)[C@H]4[C@@](O)(C(=O)OC)[C@@H]1OC(=O)CCCN[C@@H](Cc1c[nH]c4ccccc14)C(=O)OC)[C@@H]32	93.6
COc1cccc2c1C(=O)OC2=O	69.2
CCCCCCCCCCCCNc1ccc(S(=O)(=O)c2ccc(N)cc2)cc1	89.5
N=C(N)c1ccc(C(=O)Nc2ccc(F)cc2)cc1	105.4
Cc1cc(S(=O)(=O)NO)c(N)cc1Cl	107.6
COc1ccc(-c2nc3c(c(=O)n2C(C)=O)C(c2ccc(Cl)cc2)c2sc4c(Cl)cccc4c2O3)cc1 (configuration not stated)	-14.0*
Cc1cc2nc3c4ccccc4n(CCN4C(=O)c5ccccc5C4=O)c3nc2cc1C	102.6
COc1cc(C2CC(c3cccc(Nc4ccncc4)c3)=Nc3c(N)ncnc3N2)cc(OC)c1OC (configuration not stated)	83.7
N#Cc1cccc(F)c1	76.2
CCC(CC)N1C(=O)/C(=c2\sc3n(c2=O)C2C(NN=3)N(CC)C(=O)N2CC)c2ccccc21 (configuration not stated)	-17.8*
CCCCCCCCCCCCCCCCCCNC(=S)N/N=C/c1cc(Br)ccc1O	73.9
COc1ccc(/C=N/NC(=O)Cn2c(Cc3cccc4ccccc34)nc3ccccc32)cc1	93.2
O=C1CCSC(=S)N1c1ccc(Cl)cc1	99.8
Cc1cc(N)ncc1[N+](=O)[O-]	101.3
CCC1CN1P1(=O)OCC(C)([N+](=O)[O-])CO1 (configuration not stated)	108.8
O=C1NC(=O)/C(=C\c2cn(-c3ccccc3)nc2-c2cccc(O)c2)S1	90.7
COc1ccccc1Nc1nc(N)nc2c1CCc1occc1-2	91.5
c1ccc(N2N=NC3C4CCC(C4)C32)cc1 (configuration not stated)	97.4
Cc1sc(=S)n(CC(=O)O)c1C	96.6
CC[C@]12C=CCN3CC[C@@]4(c5ccc(OC)cc5N(C)[C@H]4[C@@](O)(C(=O)OC)[C@@H]1OC(=O)CCC(=O)O[C@H]1CC[C@H]4[C@@H]5CCC6=CC(=O)CC[C@@H]6[C@H]5CC[C@]14C)[C@@H]32	-37.9*[100 µM]
Nc1c(C(=O)Nc2cccc3ccccc23)sc2nc3c(cc12)CCCCC3	-25.9*
CCCCn1c(=O)c(/C=C/C(=O)/C=C(O)/C=C/c2cc3ccccc3n(CCCC)c2=O)cc2ccccc21	95.2
CC(C)=CCC[C@](C)(O)[C@H]1CC[C@]2(C)[C@@H]1CC[C@@H]1[C@@]3(C)CC[C@H](OC(=O)CCC(=O)O)C(C)(C)[C@@H]3CC[C@]12C	4.3*[100 µM]
c1ccc(-c2onc3ccc(-n4nncc4-c4cccs4)cc23)cc1	96.1
O=[N+]([O-])c1cccc(N=Cc2ccc3c(c2)OCO3)c1	98.5
COc1ccc2cc(/C=C3\N=C(c4cc(OC)c(OC)c(OC)c4)OC3=O)c(OC)nc2c1	95.3
Cc1cc2c(cc1C)NC1=C(N2)OC(c2cccc(O)c2)C1=O (configuration not stated)	81.3
CCn1c(Sc2nnc(N)s2)nc2c1c(=O)n(C)c(=O)n2C	106.4
CCOc1cc(C2C(C#N)=C(c3cccs3)OC(NC)=C2[N+](=O)[O-])ccc1O (configuration not stated)	105.8
Cc1ccccc1C[P+](c1ccccc1)(c1ccccc1)c1ccccc1	1.2*
C=C(c1ccc(C(=O)O)cc1)c1cc2c(cc1C)C(C)(C)C=CC2(C)C	57.8
C=C(CNCCO)[C@@H]1CC[C@]2(CO)CC[C@]3(C)[C@H](CC[C@@H]4[C@@]5(C)CCC(NCCc6ccc(O)cc6)C(C)(C)[C@@H]5CC[C@]43C)[C@@H]12 (some centres not stated)	-52.2*
c1ccc2c(c1)C1c3cccc[n+]3C2CC1n1c2ccccc2c2ccccc21 (configuration not stated)	86.3
C=C1C[C@H]2[C@@H](N(C(c3ccccc3)c3ccccc3)C(=O)C(=O)N2c2cccc(C3(C)OCC(C)(C)CO3)c2)[C@@]1(CC)NC(=O)OCc1ccccc1	39.8
COc1ccc(S(=O)(=O)N=N/C=C2\C=CC=CN2O)cc1OC	104.7
O=C1CCCc2cc(OCCNS(=O)(=O)c3ccccc3)ccc2N1	93.2
CCCCS(=O)(=O)Nc1ccccc1C(=O)NN	107.9
O=C1NCCN1/N=C/c1ccc([N+](=O)[O-])o1	97.7
CCCCn1cc(-c2nc3ccccc3[nH]2)c2cccnc21	97.0
Further results:
SMILES	HL-60(TB)
COc1ccc(/C=C(\c2cc(OC)c(OC)c(OC)c2)c2nnc(-c3ccc(C)cc3)o2)cc1	79.4
CCN(CC)CCSC1OC(=O)c2ccccc21 (configuration not stated)	90.6
CCC(C)(C)c1ccc(OCCCCCCN2CCNCC2)cc1	-17.4*
COC(=O)C(Cl)Cl	104.5
COc1ccc(-c2nnc(CSc3nc(-c4c(Cl)cccc4Cl)c(C#N)c(=O)[nH]3)o2)cc1	80.7
O=c1cc(-c2ccccc2)oc2cc(Nc3ccccc3)cc(O)c12	95.3
CCC(C)NC(=O)CC(C)C (configuration not stated)	83.9
CN1CCN(C(=O)C2CN(c3cccc(Cl)c3)N(c3cccc(Cl)c3)C2=O)CC1 (configuration not stated)	88.4
CCN(CC)C(=O)O/N=C/c1ccccc1	102.0
N#Cc1ccccc1-c1n[nH]nc1-c1ccccc1	117.1
Nc1ccc(S(=O)(=O)O)c2ccccc12	106.8&93.8
FC(F)(F)c1ccc(/C=C/c2cc(/C=C/c3ccc(C(F)(F)F)cc3)n(-c3ccccc3)n2)cc1	82.2
Cc1ccccc1NC(=O)NCCN1CC1	93.6&105.2
Cc1cc(N)c2cc(NC(=O)/C=C\c3ccccc3Cl)ccc2n1	-29.3*
COc1ccc(-c2cc(Cl)cc3c(=O)nc(N4CCOCC4)oc23)cc1	105.1
CCOc1ccc(N=C/C=C/c2ccccc2)c(O)c1	45.1
CCOC(=O)Nc1cc2c(cc1[N+](=O)[O-])-c1ccccc1C2=O	111.4
Cc1cc2c(cc1-c1cccc(/C=C/C(=O)O)c1)C(C)(C)CCC2(C)C	60.7
O=C(Cn1cc(CSc2nc3ccccc3o2)nn1)Nc1ccc(F)c(Cl)c1	104.4
O=[N+]([O-])c1c(Br)sc(Br)c1[N+](=O)[O-]	-11.2*
Ic1nc(N=Nc2ccccc2)[nH]c1I	81.3
Cc1ccc(C(=O)CSc2nc3ccc(F)cc3c(=O)n2-c2ccccc2)cc1	98.8
Cc1cc(=O)n2cn[nH]c2n1	86.3
O=C(O)c1cc2cc([N+](=O)[O-])ccc2s1	86.1
CCN1[C@@H]2CC[C@H]1/C(=C\c1ccc(Cl)cc1)C1=C2[C@@H](c2ccc(Cl)cc2)C(C#N)=C(N)O1	70.1
Cc1ccc(/C=C(/C#N)c2nc3ccccc3s2)cc1	81.5
Nc1cc(=O)[nH]c(SCC(=O)Nc2nc(-c3ccc(Cl)cc3)cs2)n1	95.3
CC(=O)Oc1cccc(C)c1[N+](=O)[O-]	103.8
Cc1nc(-c2ccc(Cl)cc2)ccc1-c1nnc(SCC(=O)c2ccccc2)o1	107.8
Nc1ncnc2c1c(-c1cccc(Cl)c1)nn2CC(=O)N1CCOCC1	101.3
ONC(=NCc1ccccc1)c1ccccc1	78.2
CCn1c(Cn2nc(Cc3ccc([N+](=O)[O-])cc3)c3onc(C)c3c2=O)n[nH]c1=S	103.5
CCN(CC)CC(OC)C(O)COC (configuration not stated)	92.6
Oc1ccc2ccccc2c1.[Cu+2]	102.2
Cc1ccc2cc(CC(=O)NCCc3c[nH]c4ccccc34)oc2c1	72.7
NC(=O)NC(=O)Cc1ccc([N+](=O)[O-])cc1	104.0
CC/C=C\C/C=C\C/C=C\CCCCCCCCOc1ccc(CCOP(=O)(O)OCC[N+](C)(C)C)cc1	100.1
Brc1ccc(-c2n(Cc3ccc4ccccc4c3)c(-c3ccccc3)c(-c3ccccc3)[n+]2Cc2ccc3ccccc3c2)cc1	-5.6*
CCOC(=O)C1=NC(CO)C(=O)N(c2ccccc2)N1 (configuration not stated)	103.1
COCOc1cc2oc(C(=O)N[C@@H](Cc3ccccc3)C(O)C(=O)NCc3ccccc3)c(C)c(=O)c2cc1OCOC (some centres not stated)	96.5
Cc1nc2ccccc2nc(=O)c1NNc1ccccc1	68.4
O=C(CCN1CCN(CCC(=O)c2ccc(Cl)cc2)CC1)c1ccc(Cl)cc1	101.8
COc1cc(C(=O)Cn2nnnc2C(=O)c2ccccc2)cc(OC)c1OC	128.0
COc1ccc(/C=C2\C(=O)N=C3N2NC(c2cc(Br)ccc2O)C=C(C)N3c2ccccc2)cc1 (configuration not stated)	99.0
COc1cc(/C=C/C(=O)Nc2ccc3c(c2)/C(=C\c2cccn2C)C(=O)N3)cc(OC)c1OC	40.6
CC(C)(C)c1ccc(CCO)cc1	86.6
Oc1ccc2ccccc2c1CNc1ccccc1	92.7
COc1cc2nc(Cl)nc(Nc3cccc(C(C)=O)c3)c2cc1OC	94.3
O=C(c1ccccc1)c1c(/C=C/c2ccc(Br)cc2)nc2ccccc2c1/C=C/c1ccccc1	98.6
O=C1c2cccc3cccc(c23)C(=O)N1CC#Cc1ccc2c3c(cccc13)C(=O)N(CCO)C2=O	112.1

Part of the list above in order of heavy-atom count, largest number first.
SMILES	HL-60(TB)
O=C(CCN1CCN(CCC(=O)c2ccc(Cl)cc2)CC1)c1ccc(Cl)cc1	101.8
Cc1nc2ccccc2nc(=O)c1NNc1ccccc1	68.4
Oc1ccc2ccccc2c1CNc1ccccc1	92.7

(cont.)
SMILES	HL-60(TB)
C=C(C)[C@@H]1CC[C@]2(C(=O)N3CCN(CC)CC3)CC[C@]3(C)[C@H](CC[C@@H]4[C@@]5(C)CCC(=O)C(C)(C)[C@@H]5CC[C@]43C)[C@@H]12	89.5
COC(CCc1ccccc1)OC	112.1
CC(C)CCC[C@@H](C)[C@H]1CC[C@H]2[C@@H]3C/C(=N\OC(=O)CCCc4ccc(N(CCCl)CCCl)cc4)C4=CC(=O)CC[C@]4(C)[C@H]3CC[C@]12C	45.7
C/C(=N\NC(=O)Nc1ccccc1)c1nnn(-c2ccc([N+](=O)[O-])cc2)c1C	98.9
CN(C)c1ccc(/C=N\NC(=O)c2ccc3nc(-c4ccc([N+](=O)[O-])cc4)[nH]c3c2)cc1	98.5
OB1c2ccccc2NC(=S)N1c1cc(C(F)(F)F)cc(C(F)(F)F)c1	85.1
COc1ccc(C2OC(c3cc(-c4cc5ccccc5o4)nn3-c3ccccc3)=NN2C(C)=O)cc1 (configuration not stated)	84.3
Nc1nc(N)nc(Cl)n1	85.1
Cc1nn(-c2ccccc2)c(N2CCOCC2)c1-c1nc2ccccc2[nH]1	107.0
CC(C)CNC(=O)/C=C\C(=O)O	88.8
CC1Cc2c([nH]c(=O)n(-c3ccccc3)c2=O)O1 (configuration not stated)	73.3
CCOC(=O)CCc1ccco1	72.8
[N-]=[N+]=Nc1ccc(C(=O)O)cc1	94.4
Nc1nc(Nc2ccccc2)nn1Cc1c(Cl)cccc1Cl	30.0
O=[N+]([O-])c1ccc(/C=N\NC(=S)Nc2ccc(F)cc2)cc1	82.5&114.2
Cc1ccc(NC(=O)C2CCC(CN3CCN(C)CC3)CC2)cc1Nc1nccc(-c2cccnc2)n1 (configuration not stated)	109.6
CC(=O)Nc1ccc(-c2cn(-c3cccc(C(=O)Nc4cccc(C(F)(F)F)c4)c3)nn2)cn1	60.6
O=C(/C=C(/C=C/c1cc2ccccc2s1)OB(F)F)/C=C/c1cc2ccccc2s1	96.1
O=C1c2cccc3cccc(c23)C(=O)N1CC#Cc1ccc2c3c(cccc13)C(=O)N(CCN1CCNCC1)C2=O	93.0
N#C/C(=C\c1ccc([N+](=O)[O-])cc1)C(N)=O	107.3
COc1ccc(C2CC(=O)C=C3c4ccc(OC)cc4CCC32)cc1 (configuration not stated)	102.6

By substructure, the entries above with a nitro group on carbon (15)
SMILES	HL-60(TB)
Cc1cc(N)ncc1[N+](=O)[O-]	101.3
CCC1CN1P1(=O)OCC(C)([N+](=O)[O-])CO1 (configuration not stated)	108.8
O=[N+]([O-])c1cccc(N=Cc2ccc3c(c2)OCO3)c1	98.5
CCOc1cc(C2C(C#N)=C(c3cccs3)OC(NC)=C2[N+](=O)[O-])ccc1O (configuration not stated)	105.8
O=C1NCCN1/N=C/c1ccc([N+](=O)[O-])o1	97.7
CCOC(=O)Nc1cc2c(cc1[N+](=O)[O-])-c1ccccc1C2=O	111.4
O=[N+]([O-])c1c(Br)sc(Br)c1[N+](=O)[O-]	-11.2*
O=C(O)c1cc2cc([N+](=O)[O-])ccc2s1	86.1
CC(=O)Oc1cccc(C)c1[N+](=O)[O-]	103.8
CCn1c(Cn2nc(Cc3ccc([N+](=O)[O-])cc3)c3onc(C)c3c2=O)n[nH]c1=S	103.5
NC(=O)NC(=O)Cc1ccc([N+](=O)[O-])cc1	104.0
C/C(=N\NC(=O)Nc1ccccc1)c1nnn(-c2ccc([N+](=O)[O-])cc2)c1C	98.9
CN(C)c1ccc(/C=N\NC(=O)c2ccc3nc(-c4ccc([N+](=O)[O-])cc4)[nH]c3c2)cc1	98.5
O=[N+]([O-])c1ccc(/C=N\NC(=S)Nc2ccc(F)cc2)cc1	82.5&114.2
N#C/C(=C\c1ccc([N+](=O)[O-])cc1)C(N)=O	107.3

Not all compounds are listed (hit frequency here may not be typical).
